Bioassay records from PubChem BioAssay.
BLM helicase inh = qHTS Assay for Inhibitors of Bloom's syndrome helicase (BLM); recombinant BLM DNA unwinding, fluorescence dequenching; Potency, µM (top dose mostly 56.1 µM), for inactives: top-dose activity change, negative = inhibition, usual class: inhibitors; hit rate 0.2% among 350,000; AID 2528, 2010;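 note: plate controls were vehicle for no effect and no enzyme for full effect; nearly all actives have a fitted effect of over 35% in size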
Anesthetic bind = qHTS Assay for Identification of Novel General Anesthetics. Potency, µM (titrated, usually from 77.5 µM), without a hit: top-dose activity change, negative = displacement, most hits filed as inhibitors. hit rate 0.074% among 350,000. apoferritin/1-aminoanthracene competitive binding, fluorescence. Ferritin light chain (Equus caballus), P02791; note: % is set by controls: 0 for no effect and ±100 for the full control effect; nearly all actives have a fitted effect of over 20% in size
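Read-out: endpoint 1-AMA fluorescence, excitation 380 nm and emission 535 nm, after compounds sit 10 min at room temperature with 10 uM horse-spleen apoferritin in 50% saturated 1-AMA/PBS. Values come from four-parameter Hill fits.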
BAZ2B inh = qHTS Assay for Inhibitors of BAZ2B; AlphaScreen BAZ2B-H3K14Ac peptide displacement; Potency, µM (top dose mostly 114 µM), for the others: top-dose activity change, negative = inhibition, hits mostly inhibitors; hit rate 4.4% among 360,000; note: % is set by controls: 0 for no effect and ±100 for the full control effect; nearly all actives have a fitted effect of over 60% in size
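Inhibition is scored as reduced AlphaScreen emission. The BAZ2B/b-H3(5-23)K14Ac complex (50 nM each) in PBS pH 7.4, 0.01% Tween-20 meets compound (up to 110 uM) for 30 min at RT before bead addition.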
Pol kappa inh = qHTS for Inhibitors of Polymerase Kappa; AID 588579, 2011; Potency, µM (doses to about 107 µM), for the others: at the top dose activity, negative = inhibition, hits mostly inhibitors; hit rate 0.53% among 400,000; purified Pol kappa, fluorescent DNA synthesis assay, 10 min; note: % is set by controls: 0 for no effect and ±100 for the full control effect
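Pol kappa 10 nM + cpd, 15 min RT; start w/ substrate 50 nM final; fluorescence kinetic read, 0 and 10 min. Neg ctrl: buffer, no enzyme.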
Pol iota inh = qHTS for Inhibitors of Polymerase Iota; hit rate 1% among 390,000; Potency, µM (highest dose often 115 µM), for inactives: at the top dose activity, negative = inhibition, hits mostly inhibitors; Pol iota fluorescent replication assay, 10 min
Target sequence (Q9UNA4 whole entry, looked up): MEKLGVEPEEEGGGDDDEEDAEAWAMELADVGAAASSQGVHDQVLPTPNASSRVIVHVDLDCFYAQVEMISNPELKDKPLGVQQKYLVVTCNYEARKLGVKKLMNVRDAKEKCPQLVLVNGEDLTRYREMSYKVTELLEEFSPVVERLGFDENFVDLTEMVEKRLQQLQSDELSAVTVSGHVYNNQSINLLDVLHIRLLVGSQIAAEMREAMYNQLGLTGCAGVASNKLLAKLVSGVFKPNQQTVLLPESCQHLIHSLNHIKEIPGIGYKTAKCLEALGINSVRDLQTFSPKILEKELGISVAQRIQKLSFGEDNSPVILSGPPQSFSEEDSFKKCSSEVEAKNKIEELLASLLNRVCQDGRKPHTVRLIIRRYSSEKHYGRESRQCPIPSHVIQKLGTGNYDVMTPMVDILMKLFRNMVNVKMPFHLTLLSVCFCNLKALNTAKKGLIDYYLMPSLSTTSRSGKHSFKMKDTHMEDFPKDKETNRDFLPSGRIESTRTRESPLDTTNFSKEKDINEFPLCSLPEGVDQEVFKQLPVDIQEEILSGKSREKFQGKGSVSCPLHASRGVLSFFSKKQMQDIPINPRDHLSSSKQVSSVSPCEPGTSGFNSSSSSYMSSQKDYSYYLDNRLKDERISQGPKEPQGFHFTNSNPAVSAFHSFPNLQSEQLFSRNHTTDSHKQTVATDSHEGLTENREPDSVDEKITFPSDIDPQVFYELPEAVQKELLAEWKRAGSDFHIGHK
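Pol iota at 10 nM preincubated 15 min with compounds at room temperature; reaction started with fluorescent substrate, 50 nM final. Fluorescence read kinetically at 0 and 10 min; buffer-only wells as negative control.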
G9a block = qHTS Assay for Inhibitors of Histone Lysine Methyltransferase G9a | G9a H3K9 monomethylation, AlphaScreen, 2 h | Potency, µM (top dose mostly 102 µM), for the others: at the top dose activity, negative = inhibition, most hits filed as inhibitors | hit rate 8.8% among 350,000 | AID 504332, 2011; note: % is set by controls: 0 for no effect and ±100 for the full control effect; nearly all actives have a fitted effect of over 75% in size
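AlphaScreen read-out: biotin-H3K9 peptide (500 nM) methylation by 20 nM enzyme with 20 uM SAM, 2 h at room temperature after 15 min compound preincubation; anti-monomethyl H3K9 antibody plus donor/acceptor beads, 10 min dark.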
APE1 inh = qHTS Assay for Inhibitors of the Human Apurinic/apyrimidinic Endonuclease 1 (APE1) | AID 2517, 2012 | DNA repair nuclease/redox regulator APEX1 (Homo sapiens), P27695 | recombinant APE1, TAMRA/BHQ-2 abasic DNA cleavage fluorescence | hit rate 0.35% among 350,000 | Potency, µM (top dose mostly 65.8 µM), for inactives: at the top dose activity change, negative = inhibition, usual class: inhibitors;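 note: plate controls were vehicle for no effect and reference inhibitor for full effect; nearly all actives have a fitted effect of over 55% in size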
Target sequence (P27695 whole entry, looked up): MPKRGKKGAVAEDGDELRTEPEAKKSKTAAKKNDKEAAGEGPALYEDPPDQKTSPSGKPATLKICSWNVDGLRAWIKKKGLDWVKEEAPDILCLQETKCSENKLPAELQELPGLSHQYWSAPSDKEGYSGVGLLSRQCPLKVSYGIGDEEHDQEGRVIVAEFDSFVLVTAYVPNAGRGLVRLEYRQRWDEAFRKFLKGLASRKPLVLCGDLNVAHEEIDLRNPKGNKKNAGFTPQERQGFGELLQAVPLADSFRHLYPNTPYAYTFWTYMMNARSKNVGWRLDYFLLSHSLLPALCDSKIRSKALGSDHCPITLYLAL
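Enzyme (0.75 nM final) and test compound are incubated 15 min at room temperature before adding 50 nM quenched THF abasic-site duplex. Cleavage dequenches TAMRA, followed at 525/598 nm over three reads one minute apart.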
POLH inh = qHTS for Inhibitors of Polymerase Eta | DNA polymerase eta (Homo sapiens), Q9Y253 | recombinant Pol eta, fluorescent DNA replication assay | Potency, µM (titrated, usually from 114 µM), for inactives: top-dose activity change, negative = inhibition, usual class: inhibitors | hit rate 1.2% among 390,000 | AID 588591, 2011; note: % is set by controls: 0 for no effect and ±100 for the full control effect
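Pol eta at 10 nM preincubated with compounds 15 min at room temperature; reaction started with fluorescent substrate (50 nM final) and read kinetically at 0 and 10 min.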
POLB inh = qHTS Assay for Inhibitors of DNA Polymerase Beta. P06746. Pol beta primer extension/strand displacement, fluorescence kinetic. Potency, µM (highest dose often 114 µM), without a hit: top-dose activity change, negative = inhibition, most hits filed as inhibitors. hit rate 1.3% among 340,000. AID 485314, 2010; note: % is set by controls: 0 for no effect and ±100 for the full control effect
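Human Pol beta at 10 nM; strand-displacement substrate 50 nM final. Compound exposure 15 min at room temperature before start, reaction 10 min at room temperature.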
Active calls of the source: *; ? = inconclusive; nt = no result given; [ ] = remark or other dose. Calls come from the whole dose curve; as a rule, active = well fitted curve in the direction sought with a large enough effect; inconclusive = small, poorly fitted or top-dose-only effect, or another doubt; inactive = no such curve, though single readings can be large; an effect the other way counts as inactive or inconclusive. Potency is the fitted concentration of half-maximal effect. Some of the compounds tested. The share of hits here may be higher or lower than overall.

BLM helicase inh	Anesthetic bind	BAZ2B inh	Pol kappa inh	Pol iota inh	G9a block	APE1 inh	POLH inh	POLB inh	SMILES
-1.8%	-7.9%	4.9%	-13.6%	19.4%	-3.4%	14.3%	-15.7%	28.8%	O=C(COC(=O)COc1ccccc1)NCc1ccccc1
0.0%	-12.0%	-23.8%	-8.9%	25.9%	nt	0.9%	-6.6%	2.6%	Cc1ccc(C(=O)Nc2nc(=O)n(C)s2)cc1
2.0%	3.9%	-3.1%	-11.9%	2.9%	-4.0%[59 µM]	16.7%	-10.5%	-5.6%	CCCCNC(=O)C1CCN(C(=O)Nc2ccc(C)cc2)CC1
-0.8%	4.8%	-1.7%	5.2%	8.5%	4.7%[12.7 µM]	0.4%	5.8%	3.1%	CCc1ccccc1N(CC(=O)OC)S(C)(=O)=O
-8.4%	-8.0%	-3.1%	-10.6%	-2.5%	5.2%[12.7 µM]	2.0%	-7.3%	3.1%	COc1cc(CCCN2C(N)=NC[C@H]2Cc2ccc(O)cc2)cc(OC)c1OC
-0.7%	-12.3%	-14.9%	-0.5%	-5.1%	-41.4%	-3.0%	-15.1%	0.6%	COc1ccc(/C=C(/C#N)C(=O)Nc2ccc(O)cc2)cc1C(=O)O
nt	nt	2.3%	-1.9%	29.5%	23.3%[2.33 µM]	-8.1%	-11.3%	nt	Cc1ccc(SCC(=O)OCC(=O)Nc2ccc3[nH]c(=O)[nH]c3c2)cc1C
-7.3%	-3.7%	-3.4%	6.3%	123.5%[activator]	3.9%[0.501 µM]	31.2%	1.5%	-18.5%	CN1CCN(C(=O)c2ccccc2[N+](=O)[O-])CC1
-9.3%	?	?	-1.6%	?	?	-6.9%	?	-5.3%	CCN1C(=S)SC(=O)C1=C1C=C(C)N(Cc2ccco2)C(C)=C1
nt	nt	-7.3%	-7.0%	26.3%	7.9%	1.7%	-10.3%	nt	Cc1ccc(N(C)S(=O)(=O)c2cccc(C(=O)Nc3ccc(C)cn3)c2)cc1
nt	nt	nt	12.3%	-5.5%	nt	19.0%	-8.3%	nt	CN1CCC(N(C)C(=O)c2cc(S(=O)(=O)N(C)c3ccccc3)ccc2Cl)CC1
-5.9%	-0.9%	-36.3%	-0.5%	14.2%	-20.9%[59 µM]	nt	-0.7%	-2.8%	Cc1cccc(N(C)S(=O)(=O)c2cc3c(cc2Cl)NC(=O)CO3)c1
-3.8%	-2.4%	4.9%	-7.1%	6.8%	3.8%	1.3%	4.0%	4.5%	CC(=O)NC1(c2ccccc2)CCN(C(=O)N2CCOCC2)CC1
nt	nt	3.2%	-8.8%	29.6%	-13.4%[2.33 µM]	-4.7%	-3.3%	nt	C[C@@]12C(=O)Nc3cc(Cl)ccc3C(=O)N1[C@H]1c3cc(Br)ccc3OC[C@@H]1[C@@H]2c1ccccc1
-0.6%	-18.1%	-0.2%	-1.1%	-0.4%	5.3%	?	-4.2%	45.4%	CC(=O)NC(CC(=O)O)c1ccc([N+](=O)[O-])cc1 (stereo not drawn)
-3.2%	-3.2%	-4.7%	-6.9%	15.6%	-3.5%[59 µM]	nt	-7.7%	0.1%	CCOC(=O)Cn1c(=O)oc2cc(S(=O)(=O)N3CCC(C(=O)OCC)CC3)ccc21
2.1%	-9.0%	11.6%	-2.9%	10.0%	31.7%[12.7 µM]	4.7%	-3.4%	0.3%	OC(COCc1ccc(Cl)cc1)CN1CCN(CC(O)COCc2ccc(Cl)cc2)CC1 (stereo not drawn)
0.2%	-6.3%	3.6%	-5.3%	-5.9%	11.3%	-9.6%	-19.8%	0.8%[57.1 µM]	COc1cc(/C=C/C(=O)OCC(=O)c2c[nH]c3ccccc23)ccc1OC(F)F
nt	nt	-0.8%	-25.7%	16.4%	-31.5%	4.6%	-8.2%	nt	COc1ccc(OCCC(=O)Nc2cc3c(cc2C(=O)O)OCCCO3)cc1
-11.1%	62.6%	-11.6%	-5.1%	?	?	-0.3%	?	?	COc1ccc(-c2cc3ncnc(Cl)c3s2)cc1
-2.4%	-8.2%	-0.3%	-8.0%	14.3%	88.2%[activator]	29.9%	-8.3%	0.8%	Cc1ccccc1NS(=O)(=O)c1ccc(C)c(C(=O)N2CCOCC2)c1
-0.3%	-5.4%	24.8%	-2.5%	4.8%	21.9%	13.5%	-4.1%	9.7%	CC(C)OCCCNC(=S)NNC(=O)c1ccc(Cl)c(Cl)c1
-8.5%	-9.3%	-18.1%	1.9%	50.8%[activator]	-3.6%[59 µM]	nt	-21.8%	14.8%	CC(=O)c1ccc(NC(=O)c2ccc3c(c2)N(Cc2cccc(Cl)c2)C(=O)c2ccccc2S3(=O)=O)cc1
-8.0%	-20.7%	-14.1%	-8.5%	-14.0%	-20.7%	24.3%	-4.8%	-10.4%	CCC1CCCCN1CCCNC(=O)c1ccc2nc(N3CCC(C)CC3)sc2c1 (stereo not drawn)
1.3%	2.6%	-0.2%	3.9%	-7.0%	-0.7%[59 µM]	1.2%	-18.6%	31.0%	O=C(CCN1CCN(Cc2ccccc2)CC1)NNC(=O)Cc1ccc(Cl)c(Cl)c1

Grouped by structure, the compounds so far containing a nitro group on carbon
BLM helicase inh	Anesthetic bind	BAZ2B inh	Pol kappa inh	Pol iota inh	G9a block	APE1 inh	POLH inh	POLB inh	SMILES
-7.3%	-3.7%	-3.4%	6.3%	123.5%[activator]	3.9%[0.501 µM]	31.2%	1.5%	-18.5%	CN1CCN(C(=O)c2ccccc2[N+](=O)[O-])CC1
-0.6%	-18.1%	-0.2%	-1.1%	-0.4%	5.3%	?	-4.2%	45.4%	CC(=O)NC(CC(=O)O)c1ccc([N+](=O)[O-])cc1 (stereo not drawn)

Carrying on:
BLM helicase inh	Anesthetic bind	BAZ2B inh	Pol kappa inh	Pol iota inh	G9a block	APE1 inh	POLH inh	POLB inh	SMILES
-12.6%	nt	nt	-3.6%[60.1 µM]	nt	-3.0%[12.7 µM]	1.8%	nt	nt	Cn1cccc1C(=O)N1CCC[C@@]2(CCN(c3ccncc3)C2)C1
-2.8%	-16.0%	5.7%	-18.0%	-10.4%	4.5%	2.6%	-9.3%	10.2%	Cc1ccc(-c2nnc(SCC(=O)Nc3ccc4c(c3)oc3ccccc34)n2C)c(Cl)c1
-2.6%	-9.3%	-27.0%	-8.2%	18.7%	-0.9%	59.8%[activator]	2.5%	-2.9%	Cc1cc(C(=O)N(C)CC2CCCN(CCc3ccc(F)cc3)C2)c(C)o1 (stereo not drawn)
-2.9%	-1.4%	-15.3%	1.0%	153.6%[activator]	-6.1%	17.3%	-18.8%	34.9%	COc1cccc(N(C(=O)c2csnn2)C(C(=O)NC2CCCC2)c2ccccc2)c1 (stereo not drawn)
0.8%	-3.1%	81.5%[activator]	4.9%	-9.1%	58.8%[activator][59 µM]	-2.8%	-18.5%	-7.0%	COC(=O)c1c(C)oc2ccc(OC(=O)c3cccs3)cc12
-8.6%	-5.0%	-2.8%	-9.4%[60.1 µM]	-4.1%	6.0%[59 µM]	nt	-16.0%	-25.1%	O=C(C1CCCCC1)N(Cc1cccnc1)c1nc2ccc(F)cc2s1
-3.8%	-1.9%	-7.8%	-8.9%	29.0%	nt	10.5%	-19.5%	-0.3%	O=C(Nc1ccccc1)c1cc(S(=O)(=O)NCc2ccncc2)ccc1Cl
-1.8%	-1.8%	6.1%	-0.6%	19.7%	5.9%[12.7 µM]	-11.2%	-11.2%	-9.6%	COc1cccc(C(=O)c2c[nH]c(C(=O)NCc3ccco3)c2)c1
-2.3%	-7.4%	-12.8%	3.4%	-2.7%	-6.4%[59 µM]	2.1%	-6.6%	0.7%	Cc1ccc(Oc2ccc(Cl)cc2NC(=O)c2cnccn2)cc1
-16.3%	-10.3%	5.2%	2.8%	14.7%	-38.6%[59 µM]	10.0%	1.1%	0.6%	CCN(CC)C(=O)CN(c1cccc(C(F)(F)F)c1)S(C)(=O)=O
-8.3%	-1.6%	5.0%	-23.2%	6.5%	18.1%[59 µM]	-0.2%	-18.5%	14.4%	FC(F)(F)COc1nc(N2CCOCC2)nc(N(c2ccccc2)c2ccccc2)n1
-1.8%	?	-1.7%	-1.9%	-17.4%	10.8%	6.6%	-1.7%	0.4%	O=S(=O)(NCC1CCCO1)c1cc(Cl)ccc1Cl (stereo not drawn)
-7.9%	-5.3%	0.0%	1.9%	25.0%	-2.9%[59 µM]	nt	-7.9%	17.8%	CC(=O)c1ccc(NC(=O)c2cc3sccc3n2Cc2ccc(Cl)cc2)cc1
-0.8%	-8.9%	-0.4%	-19.1%	-13.5%	nt	7.9%	-1.3%	46.2%[activator]	CC1(N(O)/C=C2\C=CC=CC2=O)CCCCC1=O (stereo not drawn)
0.5%	-0.8%	1.2%	-4.1%	14.9%	-4.5%[59 µM]	-3.3%	4.4%	-21.2%	CCc1nnc(NC(=O)CSc2nnc(C)n2CC2CCCO2)s1 (stereo not drawn)
-4.2%	-1.7%	-17.1%[57.1 µM]	12.5%	62.7%[activator]	4.6%	20.1%	-3.6%	7.7%	Cc1cc(=O)oc2c(C)c(OCC(=O)NCCCn3ccnc3)ccc12
-1.1%	1.3%	1.5%	10.3%	3.1%	8.9%[59 µM]	nt	-9.9%	12.1%	Cc1cc2oc(C(=O)Nc3c(C(=O)Nc4ccccc4)oc4ccccc34)cc(=O)c2cc1C
0.9%	-7.8%	-4.0%	-3.6%	21.5%	-20.7%	56.2%	-7.4%	-18.4%	O=C(CCC(=O)Nc1nnc(C2CCCCC2)s1)NCc1ccc(F)cc1
-1.2%	-12.3%	-0.8%	-2.0%	-2.6%	8.8%	3.2%	-15.9%	5.1%	Cc1ccccc1N1CCN(Cc2cccc(C(=O)O)c2)CC1
